Screening results: PubChem, National Center for Advancing Translational Sciences (NCATS)
ERK EGF block: inhibitors of EGF-stimulated ERK signaling pathway; HEK293-V1b, EGF-stimulated phospho-ERK AlphaScreen; Potency, µM (doses to about 11.5 µM), without a hit: top-dose activity change, negative = inhibition, most hits filed as inhibitors; 130,000 compounds, 0.41% hits; active means well fitted inhibition curve with a large enough effect; inconclusive means small, poorly fitted or top-dose-only effect, or effect the other way;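 further: plate controls were stimulated vehicle wells for no effect and unstimulated vehicle basal for full effect; nearly all actives have a fitted effect of over 55% in size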
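EGF-stimulated (25 nM, 5 min) phospho-ERK in HEK293 cells stably expressing V1b, cells pretreated 30 min with compound at 37C. Homogeneous AlphaScreen read on lysates.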
* hit, by the source's call; ? = inconclusive; & = joins results of further samples; [ ] = remark or other dose. Potency means the concentration at half of the fitted maximal effect. A portion of the library; the hit share may differ from the screen's.

SMILES	ERK EGF block
COc1cc(C=C2C(=O)NC(=O)NC2=O)ccc1O	-7%[57.5 µM]
Cc1cc(/C=C2\C(=O)NC(=O)N(c3ccc(F)cc3)C2=O)c(C)n1-c1ccc(C(=O)O)cc1	-10%
NC(=O)CN1CCCC1=O	-9%
O=C(c1cccc(C(F)(F)F)c1)C1CCCN(Cc2ncc[nH]2)C1 (configuration not stated)	-5%
O=C(CSC1c2ccccc2-c2ccccc21)N/N=C/c1ccccc1C(=O)O	-8%
CN1C(=O)C(=Cc2ccc(N3CCOCC3)c([N+](=O)[O-])c2)C(=O)N(C)C1=O	-7%
CN1C(=O)CC(c2ccccc2)Nc2ccccc21 (configuration not stated)	-1%[57.5 µM]
CCOP(=O)(C#Cc1ccccc1)C(O)c1ccc(Br)cc1 (configuration not stated)	-10%[57.5 µM]
NC(=O)c1cc([N+](=O)[O-])cc([N+](=O)[O-])c1	2%
CCOP(=O)(OCC)C(NC(=O)c1ccccc1C)C(Cl)(Cl)Cl (configuration not stated)	-2%
Cc1nccc2c1[nH]c1ccccc12	-5%
Cc1c(NP(=O)(C(C)(C)C)C(C)(C)C)c(=O)n(-c2ccccc2)n1C	4%
CC1(C)N([O-])[N+](=O)C1(C)Br (configuration not stated)	-77%
COc1ccc(C=O)cc1O	-5%
OC1CCCCC1N1CCC(c2ccccc2)CC1 (configuration not stated)	4%&4%
CC(C)n1c(=O)c(C=Nc2ccc(Br)cc2)c(O)n(Cc2ccco2)c1=O	-4%
Cc1cc(/C=C2/C(=O)NC(=O)N(Cc3ccco3)C2=O)c(C)n1-c1ccccc1	6%
CC(=O)OC1C2CCC3C1(CC(O)[C@@]1(O)[C@@H](CC(O)C1(C)C)[C@]3(C)O)C[C@@]2(C)O (some centres not stated)	7%
CC(C)(C)n1cccc1/C=C1\C(=O)NC(=O)N(c2ccccc2)C1=O	-8%
COc1ccc(-n2c(O)c(C=NCCN(C)C)c(=O)[nH]c2=O)cc1	-9%[57.5 µM]
C[N+]1(C)[C@@H]2CC[C@H]1CC(OC(=O)C(CO)c1ccccc1)C2 (some centres not stated)	-5%[57.5 µM]
CC(Cc1cccs1)NCc1ccc(Cl)cc1 (configuration not stated)	4%
CC1CC(OP(O)(=S)c2ccc(N(C)C)cc2NC(=O)c2cccs2)CC(C)(C)C1 (configuration not stated)	-7%
CNC(=S)N1CCn2cccc2C1c1cccnc1 (configuration not stated)	9%
O=C(NC1CONC1=O)OCC(Cl)(Cl)Cl (configuration not stated)	8%
CC(=NCCc1c[nH]c2ccccc12)c1c(O)n(Cc2ccccc2)c(=O)[nH]c1=O	-3%[57.5 µM]
COc1ccc(N2C(=O)/C(=C/c3cccs3)C(=O)NC2=S)cc1	-2%[57.5 µM]
COc1ccc(C(=O)c2c(C)n(CCN3CCOCC3)c3cc(I)ccc23)cc1	5%
c1ccc(-c2[nH]c(-c3ccccc3)[n+](CC3CO3)c2-c2ccccc2)cc1 (configuration not stated)	-1%
COc1ccc(C2N(c3cc(C)on3)C(=O)C3CCCN32)cc1 (configuration not stated)	6%
C=CCn1c(O)c(C(CC)=Nc2ccc3c(c2)CCC3)c(=O)[nH]c1=O	?
N#CC(C#N)=Cc1cccnc1	?
CCN(CC)c1ccc(/C=C2\C(=O)NC(=O)N(Cc3ccco3)C2=O)cc1	-1%
COc1ccc2[nH]cc(CCN)c2c1	8%&19%&2%
N#CC(C#N)=Cc1ccc(N2CCOCC2)cc1	-3%[57.5 µM]
O=C1C2CCN(CC2)C1(CO)CO	-2%
CCc1ccc2nc(N3CCC(C(=O)N4CCC5(CC4)OCCO5)CC3)sc2c1	3%
C[n+]1c(-c2ccccc2)cc(CCCCc2cc(-c3ccccc3)[n+](C)c(-c3ccccc3)c2)cc1-c1ccccc1	6%
CCC1/C=C/C=CCC(C)C(O)[C@@](C)(O)C(=O)C(C)C(O)C(C)C(=O)C(C)C(O)C(C)C=CC(=O)O[C@H]2C(C)C(CC1)O[C@]1(CCC(C)C(CC(C)O)O1)C2C (some centres not stated)	19%
C1=C(c2ccccc2)CCNC1	-9%[57.5 µM]
CCc1ccc(N2C(=O)NC(=O)/C(=C/c3cccn3CCOc3ccc(C(C)CC)cc3)C2=O)cc1 (configuration not stated)	9%
C=CC1CN2CCC1CC2[C@@H](OC(=O)c1ccc(OC)cc1)c1ccnc2ccccc12 (some centres not stated)	-1%[57.5 µM]
c1ccc2c(c1)sc1ccccc12	7%
Cc1cc(=O)n(-c2ccccc2)n1-c1ccccc1	4%
C(=C/c1ccccc1)/CN1CCN(CCOC(c2ccccc2)c2ccccc2)CC1	-12%
CCOP(=O)(OCC)C(NC(=O)c1ccc(C)cc1)C(Cl)(Cl)Cl (configuration not stated)	9%
CN1CC(C(=O)c2ccc(Cl)cc2)C(c2ccccc2F)C1 (configuration not stated)	-5%
CC/C=C\C/C=C\C/C=C\C/C=C\C/C=C\CCCC(=O)NCC(=O)O	3%
CN1C(=O)CCS(=O)(=O)[C@@H]1c1ccc(Cl)cc1	-3%[25.7 µM]
O=C1NC(=O)N(CCc2ccc(F)cc2)C(=O)/C1=C/c1cccs1	?

Carrying on.
SMILES	ERK EGF block
Clc1ccc(N2CC3CCC(C2)N3)nn1	10%
CNC(=O)O/N=C(\C)Cc1nnn(-c2cc(C)on2)n1	11%[57.5 µM]
Cc1ccsc1C(=O)C1CCCN(Cc2cnc(N3CCCC3)s2)C1 (configuration not stated)	19%
O=P(NCc1ccccc1)(Oc1ccccc1)Oc1ccccc1	-2%
CO[C@H]1[C@@H](OC)CC(OC2OC(CO)C(O)C(O)C2O)/C(=C\C#N)[C@@H]1O (some centres not stated)	-19%
O=C(Oc1ccc([N+](=O)[O-])cc1)N1CCC(N2CCCCC2)CC1	6%&1%
CN[C@@H](C)[C@H](O)c1ccccc1	-2%
COc1cc2c(cc1OC)[C@@]13CCN4CC5=CCOC6CC(=O)N2C1[C@H]6[C@@H]5C[C@@H]43 (some centres not stated)	23%
CN1CCCC2(CCN(C(=O)c3csnn3)CC2)C1	-11%
CC(Cc1ccsc1)NCc1cn[nH]c1-c1ccc(F)cc1F (configuration not stated)	4%[57.5 µM]
COc1cc(OC)c(OC)cc1/C=C1/C(=O)NC(=O)N(Cc2ccccc2)C1=O	1%[57.5 µM]
N#CC1(c2ccccc2)CCN(C2CC(=O)N(c3ccc(F)cc3)C2=O)CC1 (configuration not stated)	-6%
CCCCCCC(=O)c1c(O)n(-c2ccccc2OC)c(=O)[nH]c1=O	7%
CC(=O)O[C@H]1CC[C@@]2(C)C(=CC[C@@H]3[C@H]2CC[C@]2(C)C(=O)CC[C@H]32)C1	9%[25.7 µM]
CCCCCCC(=O)c1c(O)n(-c2ccccc2OC)c(=O)[nH]c1=O (tested in a mixture with another compound)	-3%[57.5 µM]
COCCCn1c(N)c(C(=O)NCc2ccco2)c2nc3ccccc3nc21	-6%[57.5 µM]
CCOC(=O)c1ccc(N=Cc2c(O)n(-c3ccccc3F)c(=S)[nH]c2=O)cc1	0%
CCCCn1c(O)c(C(CC)=Nc2ccc(C(=O)O)cc2)c(=O)[nH]c1=O	10%
CCNC(=S)NCCC1=c2ccccc2=N/C1=C\c1c(O)n(C)c(=O)n(C)c1=O	-3%[57.5 µM]
O=[N+]([O-])c1ccc(N2CCOCC2)c2cccnc12	-3%
Cc1c(C=C2C(=O)NC(=O)NC2=O)c(=O)n(-c2ccccc2)n1C	-1%
O=C(N/N=C/c1c(O)n(CCc2ccc(F)cc2)c(=O)[nH]c1=O)c1ccncc1	-6%
CN1CCCC(C(=O)c2ccc(Cl)cc2)C1 (configuration not stated)	-9%
COc1ccc(NP(=O)(Oc2cccc(C)c2)Oc2cccc(C)c2)cc1OC	-5%[57.5 µM]
C(#CCN1CCCC1)CN1CCCC1	-9%[25.7 µM]
CC12CC[C@H]3[C@@H](CCC4(O)C[C@H](O)CCC34/C=N/NC(=O)c3ccc(O)cc3)C1(O)CCC2C1=CC(=O)OC1 (some centres not stated)	5%[57.5 µM]
Cc1cccc(-n2c(O)c(/C=C/C=Nc3ccccc3)c(=O)[nH]c2=O)c1	8%
Cc1ccc(N2C(=O)NC(=O)/C(=C/c3ccc(-c4ccc(C(=O)O)c(Cl)c4)o3)C2=O)cc1	-3%
O=c1[nH]c(O)c(N=Nc2ccc(S(=O)(=O)N3CCOCC3)cc2)c(=O)[nH]1	-7%
CCOP(=S)(OCC)N1CCOCCOCCN(P(=S)(OCC)OCC)CCOCCOCC1	0%
CC(C)OP(=O)(OC(C)C)C(O)c1ccc(Br)cc1 (configuration not stated)	-2%
Cc1nc2ccccc2c(=O)n1-c1ccc(F)cc1F	-6%[57.5 µM]
CC/C(=N\N1CCCCCC1)c1c(O)n(-c2ccccc2C)c(=O)[nH]c1=O	9%
C[C@H]1CCC[C@H](O)CCCCCc2cc(O)cc(O)c2C(=O)O1	-6%[57.5 µM]
CCCCn1c(O)c(/C=N/N2CCCCC2c2cccnc2)c(=O)[nH]c1=S (configuration not stated)	8%
O=C1NC(=O)N(Cc2ccco2)C(=O)/C1=C/c1cccn1CCOc1ccccc1Cl	2%
Cc1cc(C(=O)Nc2ccc3c(c2)OCCO3)nn1C(C)(C)C	1%[57.5 µM]
COc1cc(C(=O)OC2C[C@H]3CC[C@@H](C2)N3C)ccc1O (some centres not stated)	-6%[25.7 µM]
O=C(C(=O)N1CCOCC1)c1cn(Cc2ccccc2Cl)c2ccccc12	33%
O=c1cccc2n1CC1CC2CN(CCO)C1 (configuration not stated)	1%

A stretch from the list above:
SMILES	ERK EGF block
Cc1cccc(-n2c(O)c(/C=C/C=Nc3ccccc3)c(=O)[nH]c2=O)c1	8%
Cc1ccc(N2C(=O)NC(=O)/C(=C/c3ccc(-c4ccc(C(=O)O)c(Cl)c4)o3)C2=O)cc1	-3%
O=c1[nH]c(O)c(N=Nc2ccc(S(=O)(=O)N3CCOCC3)cc2)c(=O)[nH]1	-7%
CCOP(=S)(OCC)N1CCOCCOCCN(P(=S)(OCC)OCC)CCOCCOCC1	0%
CC(C)OP(=O)(OC(C)C)C(O)c1ccc(Br)cc1 (configuration not stated)	-2%
Cc1nc2ccccc2c(=O)n1-c1ccc(F)cc1F	-6%[57.5 µM]
CC/C(=N\N1CCCCCC1)c1c(O)n(-c2ccccc2C)c(=O)[nH]c1=O	9%
C[C@H]1CCC[C@H](O)CCCCCc2cc(O)cc(O)c2C(=O)O1	-6%[57.5 µM]
CCCCn1c(O)c(/C=N/N2CCCCC2c2cccnc2)c(=O)[nH]c1=S (configuration not stated)	8%
O=C1NC(=O)N(Cc2ccco2)C(=O)/C1=C/c1cccn1CCOc1ccccc1Cl	2%
Cc1cc(C(=O)Nc2ccc3c(c2)OCCO3)nn1C(C)(C)C	1%[57.5 µM]
COc1cc(C(=O)OC2C[C@H]3CC[C@@H](C2)N3C)ccc1O (some centres not stated)	-6%[25.7 µM]
O=C(C(=O)N1CCOCC1)c1cn(Cc2ccccc2Cl)c2ccccc12	33%
O=c1cccc2n1CC1CC2CN(CCO)C1 (configuration not stated)	1%

Continued.
SMILES	ERK EGF block
CC(=NCCC1=CCCCC1)c1c(O)n(-c2ccccc2)c(=O)[nH]c1=O	-16%[57.5 µM]
CC(=O)CC(=O)C1C(=O)N(C)C(=O)N(C)C1=O	-40%
CC(C)(Cc1c[nH]c2ccc(Cl)cc12)NCCOc1ccccc1OCC1CC1	-14%
NC(N)=Nc1ccc2[nH]c3c(c2c1)C[C@@]1(O)[C@H]2Cc4ccc(O)c5c4[C@@]1(CCN2CC1CC1)[C@H]3O5	15%
c1ccc(CC(NCc2ccco2)c2ccccc2)cc1 (configuration not stated)	0%
CNC(=O)c1cccn(Cc2cc(C(F)(F)F)cc(C(F)(F)F)c2)c1=O	1%
CCc1ccc(C2=NN(CCC(=O)N3CCC4(CC3)OCCO4)C(=O)CC2)cc1	5%
CCN(CC)c1ccc(N=Cc2c(O)n(Cc3ccccc3)c(=O)[nH]c2=O)cc1	2%
COc1ccc(C(C)=O)cc1CC(C(=O)c1ccc(C)c(C)c1)N(C)C (configuration not stated)	0%
CCN(CC)C(=O)c1ccc(NC(=O)c2ccc(-c3nn(C)c(=O)c4ccccc34)cc2)cc1	-15%[57.5 µM]
CCOC(=O)c1c(C)n(C(C)C)c2ccc(OC)cc12	3%[57.5 µM]
CC(C)[N+](C)(CCC(C(N)=O)(c1ccccc1)c1ccccc1)C(C)C	1%
CCN(CC)c1ccc(/C=C/[N+](=O)[O-])cc1	-16%
CNC(=O)Oc1ccc(N(C)C)cc1C(C)C	-1%[57.5 µM]
Cc1cc(OCCN2CC2)c2ccccc2n1	8%[57.5 µM]
CCOc1cc(CNCCc2c[nH]c3ccccc23)cc(Cl)c1OCC	?
COc1ccc2c(c1O)-c1c(OC)c(OC)cc3c1[C@@H](C2)N(C)CC3	-5%
CCOc1ccc(-n2c(CC)nc3ccccc3c2=O)cc1	-4%
CN(C)c1ccc(/C=C2\CC3C4CC=C5CC(O)CCC5(C)C4CCC3(C)C2=O)cc1 (configuration not stated)	3%
Cc1ccccc1CN1CCN(c2ccc(Cl)cc2)CC1	-7%
COC(=O)N1CCN(C(=O)Cc2ccc(Cl)c(Cl)c2)[C@H](CN2CCCC2)C1	-2%
CCn1nc(/C=C/c2ccccc2)nc2c(=O)n(C)c(=O)nc1-2	-2%
O=[As](O)(O)c1ccc(N=Nc2ccc(O)cc2)cc1	-1%[57.5 µM]
CN(C)c1nc(OCCNC(=O)COc2ccc(Cl)cc2Cl)nc(N2CCCCC2)n1	-11%
COCCN1C(=O)NC(=O)/C(=C\c2ccc(F)cc2)C1=O	-3%
Cc1ccc(NC(=O)c2cc(-c3ccccc3)n(CCCN3CCOCC3)c2C)cc1	?
O=C(Nc1cccc(F)c1)N1CC2(CCNCC2)C1	9%
O=C(N/N=C/c1c(O)n(-c2ccccc2)c(=O)[nH]c1=O)c1ccncc1	1%
CC(=O)Nc1ccc(N=Cc2c(O)n(Cc3ccco3)c(=O)[nH]c2=O)cc1	2%[57.5 µM]
CC(C)NC(=O)N1CC[C@@]2(CCCNC2)C1	-1%
